Source: PubChem BioAssay (NCI)
All columns: NCI-60 one-dose screen, growth in % after 48 h at 10 µM unless noted; 100 = growth as untreated, 0 = no growth, -100 = all killed.
RPMI-8226 = RPMI-8226 leukemia cells; 7.5% of 77,000 active; AID 1794781
HOP-62 = HOP-62 NSCLC. 3.9% of 80,000 active. AID 1794735
MOLT-4 = MOLT-4 leukemia cells. 6.9% of 80,000 active. AID 1794779
CCRF-CEM = CCRF-CEM leukemia | 7% of 77,000 active | AID 1794778
MDA-MB-468 = MDA-MB-468 breast cancer; 8.5% of 78,000 active; AID 2202374
K-562 = K-562 leukemia | 7.4% of 78,000 active
SR = SR leukemia cells; 8.7% of 73,000 active
MDA-MB-435 = MDA-MB-435 melanoma; 7.8% of 82,000 active
An asterisk follows results filed as active; / = no result given; & = joins results of further samples; ! = a repeat was not active. The calls were made as follows: active = growth percent below 10; inactive = the rest.

SMILES	RPMI-8226	HOP-62	MOLT-4	CCRF-CEM	MDA-MB-468	K-562	SR	MDA-MB-435
Cc1nc2ccccc2n1C(=O)CN=C1NC(=O)CS1	112	94	105	116	101	109	/	104
CCC(=O)OC1=CN2C(=NC(c3ccc(Cl)cc3)=CC2c2cc(OC)c(OC)c(OC)c2)S1 (centres undefined)	94	105	82	96	100	97	/	113
O=C1NC(c2ccccc2)Cc2ccncc21 (centres undefined)	/	114	105	99	104	103	106	101
C=C(C)[C@@H]1CC=C2c3sc(Cc4ccccc4C)nc3C[C@@H](C)[C@]2(C)C1	/	92	88	93	92	60	94	/
CC(=O)OCC1OC(OC(C)=O)C(NC(=O)OCc2ccccc2)C(OC(C)=O)C1OC(C)=O (centres undefined)	116	85	94	/	74	98	93	102
CCCCC1COc2cccc3c(SCC(=O)N(C)Cc4ccccc4)cc[n+]1c23 (centres undefined)	/	121	94	97	92	91	91	109
COC(=O)C1=C(C(=O)Nc2cccnc2)C2OC1(C(Cc1ccccc1)Oc1ccccc1)C1OC21 (centres undefined)	-12*	93	-32*	-23*	-66*	-48*	-24*	78
O=C(NN1C(=O)/C(=C/C=C/c2ccc([N+](=O)[O-])o2)SC1=S)c1ccc([N+](=O)[O-])cc1	-31*	-100*	-4.0*	-37*	-79*	4.2*	-5.7*	-87*
CCCCCCCCCCCC1=NCCCN1CCCC	93	95	92	87	101	80	58	110
COc1ccc(/C=C(\C#N)C(=O)c2ccccc2)cc1	97	/	107	98	97	107	108	110
Cc1cc(Cl)nc(N(CCNc2ccnc3cc(Cl)ccc23)Cc2ccccn2)n1	27	73	/	7.9*	3.9*	/	/	62
CCOC(=O)CCCc1cccc2ccccc12	111	103	/	/	109	/	/	113
CCCn1ccc(-n2nnc(-c3nc4ccccc4[nH]3)c2N)n1	101	103	90	96	103	88	78	93
CCc1c(C)c2ccc(OC(=O)c3ccccc3)c(C(=O)/C=C/c3ccc(N(C)C)cc3)c2oc1=O	101	90	103	95	102	102	108	108
Nc1nc2c(ncn2C2OC3COP(=O)(O)OC4C(COP(=O)(O)OC2C3O)OC(n2cnc3c(N)ncnc32)C4O)c(=O)[nH]1 (centres undefined)	99	94	93	98	116	93	58	105
Cc1ccc(NCC(=O)Cn2cc(COc3ccc(C=Nc4cnc5ccccc5c4)cc3)nn2)cc1	110	102	108	102	100	102	103	113
Brc1ccc(-c2nc3sc(-c4ccc5c(c4)OCO5)nn3c2Br)cc1	81	85	84	88	/	84	80	110
O=C(Nc1ccccc1)OCc1ccco1	98	95	111	89	101	91	109	101
CCOC(=O)COc1ccc(C=O)cc1	97	95	104	/	98	100	94	98
COC(=S)S	121	90	102	111	75	83	108	99
CC(C)C[C@H](NC(=O)[C@H](Cc1ccccc1)n1ccc(N2CCCCC2)cc1=O)B(O)O	-11*	13	-2.8*	2.0*	-24*	9.6*	/	-66*
COc1cc2ncnc(Nc3ccc(F)c(Cl)c3)c2cc1OCC(=O)N1CCN(c2ccc(F)cc2)CC1	99	95	86	113	-7.6*	84	79	97
COc1cc2cc(Oc3ccc(NC(=O)c4ccc(N5CCOCC5)c(C(F)(F)F)c4)cc3)c(C)nc2cc1OC	33	99	45	46	53	24	57	72
C=CCn1c(SCC(=O)Nc2ccc(/C(C)=N\O)cc2)nnc1-c1cc(-c2ccccc2)nc2ccccc12	47	68	3.6*	18	73	28	/	56
CC(C)(C)c1cc(Cl)c2c(c1)CN(C1CCCCC1)CO2	/	99	88	94	95	92	/	102
O[C@@H](c1cc(C(F)(F)F)nc2c(C(F)(F)F)cccc12)[C@H]1CCCCN1	69	56	32	73	43	16	8.6*	73
O=Cc1ccc(OCc2ccccc2)cc1	91	112	85	100	105	/	102	100
COc1ccc(/C=C/C(=O)c2ccc(OC)c(S(=O)(=O)Nc3c(N)nc(SC)[nH]c3=O)c2)cc1	69	110	80	35	102	54	66	106
COc1ccc(/C=N\NC(=O)c2cnn(CC(O)c3ccccc3)c2N)cc1 (centres undefined)	96	90	98	97	93	101	90	103
O=C1N/C(=N\c2ncn[nH]2)S/C1=C\c1cccc([N+](=O)[O-])c1	80	66	61	59	68	74	61	82
Nc1nc(NC(=O)Nc2ccccc2)nn1-c1ccc(S(N)(=O)=O)cc1	96	87	88	96	101	99	94	103
CC(=O)Nn1cc(C(=O)c2ccccc2O)cc(-c2ccccc2)c1=O	109	88	95	99	108	105	/	105
COc1cc(NS(C)(=O)=O)ccc1Nc1c2ccccc2nc2c(C)cccc12	-21*	-33*	-14*	-11*	-14*	7.6*	-21*	46&37
CC(=O)Nc1ccc(-c2ccc(NC(C)=O)c(O)c2)cc1O	81	106	98	101	101	100	112	102
O=CN1N=C(c2ccc3c(c2)OCO3)CC1c1ccccc1 (centres undefined)	/	96	105	104	101	99	102	106
C[C@@H]1C(=O)C23CCC1C[C@@]21O[C@@H]2C(C)(C)C=CC(=O)C23COC1=O	100	91	102	98	114	105	103	106
CCc1ccc(C(=O)/C=C/c2ccc(N(C)C)cc2)cc1	83	104	86	75	96	99	94	101
O=C(CCN1C(=O)/C(=C/c2ccccc2)SC1=S)Nc1ncc(Cc2ccccc2)s1	100	105	102	103	98	103	105	104
Cn1cc(-c2csc(-c3ccc4ccccc4c3)n2)c2cc(Br)cnc21	101	96	96	96	64	94	97	96
FC(F)(F)c1cc(-c2nnc3n2NC(=NC2CCCCC2)CS3)cc(C(F)(F)F)c1	98	95	82	89	89	99	/	100

Part of the list above, set out differently:
SMILES | RPMI-8226 | HOP-62 | MOLT-4 | CCRF-CEM | MDA-MB-468 | K-562 | SR | MDA-MB-435
COc1ccc(/C=C/C(=O)c2ccc(OC)c(S(=O)(=O)Nc3c(N)nc(SC)[nH]c3=O)c2)cc1 | 69 | 110 | 80 | 35 | 102 | 54 | 66 | 106
COc1ccc(/C=N\NC(=O)c2cnn(CC(O)c3ccccc3)c2N)cc1 (centres undefined) | 96 | 90 | 98 | 97 | 93 | 101 | 90 | 103
O=C1N/C(=N\c2ncn[nH]2)S/C1=C\c1cccc([N+](=O)[O-])c1 | 80 | 66 | 61 | 59 | 68 | 74 | 61 | 82
Nc1nc(NC(=O)Nc2ccccc2)nn1-c1ccc(S(N)(=O)=O)cc1 | 96 | 87 | 88 | 96 | 101 | 99 | 94 | 103
CC(=O)Nn1cc(C(=O)c2ccccc2O)cc(-c2ccccc2)c1=O | 109 | 88 | 95 | 99 | 108 | 105 | / | 105
COc1cc(NS(C)(=O)=O)ccc1Nc1c2ccccc2nc2c(C)cccc12 | -21* | -33* | -14* | -11* | -14* | 7.6* | -21* | 46&37
CC(=O)Nc1ccc(-c2ccc(NC(C)=O)c(O)c2)cc1O | 81 | 106 | 98 | 101 | 101 | 100 | 112 | 102
O=CN1N=C(c2ccc3c(c2)OCO3)CC1c1ccccc1 (centres undefined) | / | 96 | 105 | 104 | 101 | 99 | 102 | 106
C[C@@H]1C(=O)C23CCC1C[C@@]21O[C@@H]2C(C)(C)C=CC(=O)C23COC1=O | 100 | 91 | 102 | 98 | 114 | 105 | 103 | 106
CCc1ccc(C(=O)/C=C/c2ccc(N(C)C)cc2)cc1 | 83 | 104 | 86 | 75 | 96 | 99 | 94 | 101
O=C(CCN1C(=O)/C(=C/c2ccccc2)SC1=S)Nc1ncc(Cc2ccccc2)s1 | 100 | 105 | 102 | 103 | 98 | 103 | 105 | 104
Cn1cc(-c2csc(-c3ccc4ccccc4c3)n2)c2cc(Br)cnc21 | 101 | 96 | 96 | 96 | 64 | 94 | 97 | 96
FC(F)(F)c1cc(-c2nnc3n2NC(=NC2CCCCC2)CS3)cc(C(F)(F)F)c1 | 98 | 95 | 82 | 89 | 89 | 99 | / | 100

Other results follow:
SMILES	RPMI-8226	HOP-62	MOLT-4	CCRF-CEM	MDA-MB-468	K-562	SR	MDA-MB-435
CC1=C(C#N)C2=NN=C(N)NN2C(c2ccccc2)=C1	89	70	104	108	109	81	91	107
COc1ccc2[nH]c(=O)c(/C=N/Nc3nc(-c4ccccc4)cs3)c(O)c2c1	71	43	35	27	88	71	56	79
CCCCCCCCCCCCCCCc1cc(O)ccc1N	10&40	110&103	-2.7*	-6.9*	6.2*!	56	38&75	87&99
C=CCOc1cc(C)ccc1C	174	101	111	117	97	107	128	110
Cc1nc2nc3sc(C)c(C)c3c(=O)n2[nH]1	83	103	98	90	142	104	97	104
COc1cc(-c2nn(C(=O)NS(=O)(=O)c3ccccc3)cc2-c2ccncc2)ccc1Cl	74	59	84	93	68	101	89	85
O=C(Nc1ccc(-n2cc(-c3ccncc3)c(-c3ccc(Cl)c(O)c3)n2)cc1)c1ccc(Cl)c(Cl)c1	-26*	6.9*	22	40	54	10	5.9*	43
COc1cc(N/C(N)=N\C(N)=NC(C)C)cc(OC)c1OC	108	107	92	104	107	95	101	104
CCCCC(=CC(C)(C)C)CCCC	116	/	111	116	111	110	104	103
COc1cc(C(=O)N2CCN(C(=O)c3cc(OC)c(OCc4ccccc4)cc3N)CC2)c(N)cc1OCc1ccccc1	179	108	101	/	/	7.2*	81	127
CCO/C=C(\Sc1nc(-c2ccc(Cl)cc2Cl)c(C#N)c(=O)[nH]1)C(=O)c1ccc(Br)cc1	90	107	83	/	99	81	88	97
Cc1ccc(-c2nc3cnccn3c2NC(C)(C)C)o1	97	108	99	103	98	101	99	102
CCCCOP(=O)(OCCCC)C(C(=O)OCC)C(CC(=O)OCC)C(=O)OCC (centres undefined)	109	104	109	/	124	109	128	104
C[C@H](O[C@@H]1CC(=O)n2c3ccccc3c3c4c(c5c6ccccc6n1c5c32)C(=O)NC4=O)C(=O)O	55	46	66	79	53	80	38	54
Clc1ccc2nc(-c3c(-c4ccccc4)nc4ncccn34)[nH]c2c1	68	107	/	/	78	80	84	94
CC(=O)Oc1ccc2c(c1)C(=O)CCCCCC(=O)O2	104	112	82	80	/	104	101	103
CCC(c1cccc(Br)c1)C(C(=O)O)c1ccc(OC)cc1 (centres undefined)	101	96	111	110	102	78	/	30
O=C(Nc1cc(Cl)cc(Cl)c1)Nc1ccc2oc(=O)ccc2c1	1.8*	41	12	25	16	15	3.4*	14
COc1ccc2cc(-c3csc(Nc4ccccc4)n3)c(=O)oc2c1	79	96	68	83	83	89	76	93
O=C1NC(=O)/C(=C\c2cccc(Oc3ccccc3)c2)S1	55	96	128	88	109	102	/	95
N#Cc1n[nH]n2c1nc(=O)c1cnn(-c3ccccc3)c12	109	95	109	109	119	100	107	110
COc1cc(/C=C2\CCOC2=O)cc(OC)c1OC	/	95	112	99	112	98	125	99
COc1ccc(-c2c(N)n[nH]c2-c2ccccc2O)cc1	/	82	93	99	/	101	76	112
O=C(CN1C(=O)/C(=C/c2cccs2)SC1=S)NCCc1c[nH]c2ccc(F)cc12	104	111	97	/	110	101	105	103
CC12C=CC(C)(C3C(=O)NC(=O)C31)C1C3C(=O)NC(=O)C3C12 (centres undefined)	103	100	107	/	106	106	106	98
CCOC(=O)C1CSC(c2ccc(F)cc2)=N1 (centres undefined)	100	100	98	91	96	/	101	100
Cc1nc(-n2[nH]c(=O)ccc2=O)sc1N=Nc1ccc(Br)cc1	102	98	103	103	97	101	107	102
CCOC(=O)NCc1cccs1	102	92	112	96	105	98	107	107
C=C1C(=O)O[C@H]2[C@H]1CCC(/C=N/c1ncc(Br)cc1N)=C\CC[C@@]1(C)O[C@@H]21	-24*	67	-3.1*	0.1*	-51*	2.6*	-3.6*	23
C#CCN1C(=O)c2ccccc2N(CC#C)C12CCN(Cc1cn(CC(=O)Nc3ccccc3C(N)=O)nn1)CC2	82	104	83	84	73	92	65	92
Cc1ccc(/C(CSc2nc3c([nH]2)c(=O)n(C)c(=O)n3C)=N\O)cc1	84	108	88	94	83	76	79	104
C/C(=C(/C)C1CC1CCNS(=O)(=O)c1ccc(C)cc1)c1cccc(OC(F)(F)F)c1 (centres undefined)	75	112	83	93	62	73	93	104
O=S(=O)(CS(=O)(=O)c1ccc(Br)cc1)c1ccc(Br)cc1	103	108	106	/	100	99	105	94
O=C1c2c(nc3ccccn23)NC(=O)N2CCC[C@@H]12	103	97	120	102	93	122	126	95
CC1CCc2c(sc3nc(SCC(=O)N/N=C/c4cccc(O)c4)n(-c4ccccc4)c(=O)c23)C1 (centres undefined)	71	94	63	62	75	65	73	87
CCN(Cc1ccccc1)c1ccccc1	105	93	84	108	100	91	83	107
CN(CCCCN(C)S(=O)(=O)c1ccccc1)S(=O)(=O)c1ccccc1	74	105	81	89	63	69	87	102
CC(C)(C)OC(=O)Nc1ccc(Nc2nc(NCCN3CCOCC3)ncc2[N+](=O)[O-])cc1	97	109	100	94	94	100	100	101
Nc1nc(SCCO)c2[nH]cnc2n1	101	89	/	92	102	/	/	105
CCOc1ccc2nc(NC(=O)c3cccc(C(F)(F)F)c3)sc2c1	99	109	92	90	100	92	95	98
COC1=CC(c2ccc[nH]2)=N/C1=C\c1[nH]c(C)c(C(=O)CCC(=O)Oc2ccc3c(c2)CCC2C3CC[C@]3(C)[C@@H](O)CC[C@@H]23)c1C (some centres undefined)	-12*	12	-9.7*	0.2*	39	-18*	-18*	12
O=C1CCC(C(=O)N/N=C/c2ccccn2)N1 (centres undefined)	110	105	107	106	114	103	109	106
C/C(CC(c1ccccc1)N1CCc2ccccc2C1)=N/O (centres undefined)	87	91	98	95	87	94	69	102
COc1ccc(-n2ncc3c4[nH]c(=O)c(S(=O)(=O)c5ccccc5)cc4ccc32)cc1	104	101	105	104	94	110	99	102
Nc1nc(N)c2cc(S(=O)(=O)c3ccccc3)ccc2n1	55&51	46&55	50&33	30&38	58&50	26&17	47&22	31&33
COc1ccc(/C=C/c2nc(N3CCOCC3)c3nc(Cl)c(Cl)cc3n2)cc1OC	99	115	88	99	101	78	83	100
COC(=O)c1ccc(C(=O)Nc2ncnc3nc[nH]c23)cc1	93	103	90	88	102	89	89	106
CCCC(=O)OCC(COC(=O)CCC)OC(=O)CCC	98	99	102	95	89	98	105	106
Cc1ccc(Nc2nnc(-c3cc(-c4ccncc4)n(-c4ccccc4)n3)s2)cc1	39	114	60	36	49	27	64	78
COc1cc([C@@H]2c3cc4c(cc3[C@H](O)[C@H]3COC[C@@H]23)OCO4)cc(OC)c1OC	/	65	77	/	58	39	26	-12*
